Screening results from PubChem BioAssay.
XIAP antagonists: XIAP antagonists, biochemical, IAP family, fluorescence polarization (AID 1018); hit rate 0.007% among 200,000; E3 ubiquitin-protein ligase XIAP (Homo sapiens); displacement, % at 20 µM, or IC50 in µM where a hit was titrated; XIAP BIR domain, fluorescence polarization peptide displacement; higher % means a stronger effect; in the data active = displacement above about 50%; also: a part of the inactive calls stands beside numbers as strong as those of hits
SV40 large T antigen: SV40 large T antigen inhibitors, biochemical (AID 1903); inhibition, % at 20 µM; hits with a dose series show IC50 in µM; SV40 large T antigen ATPase/helicase inhibition assay; higher % means a stronger effect; hit rate 0.39% among 310,000; in the data active = a potency from the dose series; inconclusive = inhibition mostly from about 32% at the one dose, without a potency; inactive = the rest, 99 in 100 with inhibition below about 32%; also: strong numbers were not always called active
West Nile antiviral: West Nile virus antiviral activity, cell-based, CPE readout (AID 1621) | one-dose CPE inhibition, % at 10 µM; IC50 in µM for titrated hits | hit rate 0.02% among 290,000 | West Nile virus-infected cells, CPE inhibition; higher % means a stronger effect; in the data active = a potency from the dose series; inconclusive = CPE inhibition mostly from about 3.7% at the one dose, without a potency; inactive = the rest, 99 in 100 with CPE inhibition below about 2.2%; also: strong numbers were not always called active
Dengue-2 NS5 capping: Dengue-2 NS5 methyltransferase inhibitors, primary screen, biochemical, confirmation dose response (AID 588689); hit rate 0.3% among 340,000; one-dose inhibition, % at 25 µM; IC50 in µM for titrated hits; Genome polyprotein (Dengue virus type 2 (strain 16681-PDK53)); Dengue-2 NS5 methyltransferase capping enzyme assay, biochemical; higher % means a stronger effect; in the data active = a potency from the dose series; inconclusive = inhibition above about 29% without an active follow-up result
UTI89 phage lysis: inhibition of K1F phage lysis, E. coli UTI89, bacterial capsule biogenesis inhibitors, alamar blue (AID 488966) | E. coli UTI89 K1F phage lysis, alamar blue, 2 h; higher % means a stronger effect | one-dose inhibition, % at 100 µM; IC50 in µM for titrated hits | hit rate 0.02% among 340,000;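 active = phage lysis inhibition, versus mean bacterial control, above a set limit; inconclusive = no clear call, values can overlap the other calls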;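 also: capsule biogenesis inhibitors block K1F phage lysis so surviving cells raise fluorescence; higher fluorescence means more inhibition of phage lysis; actives were called in the ten point dose series up to 300 µM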
RSV CPE inhibition: RSV antiviral activity via CPE protection, HEp-2 cells, primary 10 µM value included (AID 2391). HEp-2 cells, RSV-induced CPE inhibition; higher % means a stronger effect. hit rate 0.13% among 310,000. one-dose CPE inhibition, % at 10 µM; IC50 in µM for titrated hits; in the data active = a potency from the dose series; inconclusive = CPE inhibition mostly from about 23% at the one dose, without a potency; inactive = the rest, 99 in 100 with CPE inhibition below about 21%; also: strong numbers were not always called active
ER stress rescue: rescue of cells from ER stress-induced death, primary screen, 384-well, CSM14.1, thapsigargin, ATP luminescence (AID 1222); CSM14.1 thapsigargin-induced death rescue, ATP luminescence; higher % means a stronger effect; cellular ATP content (survival), % at 20 µM; hits with a dose series show EC50 in µM; 190,000 tested, under 10 active;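 active = EC50 below 50 µM in the dose-response confirmation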;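 also: death triggered by thapsigargin at about 15 µM added after 2 h compound pretreatment; cell ATP read after overnight thapsigargin exposure of roughly 18 to 22 hours; normalized against plate controls of thapsigargin alone and 5% DMSO vehicle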
WT yeast gro inh: growth inhibition of WT strain, primary screen, mitochondrial fusion inhibitor project, WT and mutant strains, chemical genetic. mitochondrial fusion phenotypic screen. inhibition, % at 10 µM. hit rate 2.1% among 190,000; in the data active = inhibition above about 58%; tested in S. cerevisiae
Yfh1-off respiration: enhancers of respiration in Yfh1-depleted yeast, dose response, Friedreich's ataxia, plus single-dose screen (AID 1465); S. cerevisiae Yfh1-off respiration, WST-1 reduction, 72 h; higher fold induction means a stronger effect; fold induction at 50 µM; hits with a dose series show EC50 in µM; hit rate 0.074% among 220,000;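 active = fold induction of absorbance versus untreated yeast above a set limit, then at least 30% activation at any dose in follow-up; inconclusive = repeats straddling the limit, or above it without dose testing; inactive = fold induction below the set limit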;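 also: activators that raise dye reduction in frataxin-depleted yeast; strong numbers were not always called active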
WT yeast gro inh mutant strain: also measured in WT yeast gro inh; calls as there; inhibition, %; mitochondrial fusion phenotypic screen, mutant strain inhibition
Dengue-2 NS5 capping pilot replicate: recorded beside Dengue-2 NS5 capping, whose call it bears; inhibition, %; measured here: pilot screen replicate inhibition
Starred values were filed as active, the others as inactive; i = inactive; ? = inconclusive; nt = not tested or not shown; [ ] = another dose, or the depositor's remark.

SMILES	XIAP antagonists	SV40 large T antigen	West Nile antiviral	Dengue-2 NS5 capping	UTI89 phage lysis	RSV CPE inhibition	ER stress rescue	WT yeast gro inh	WT yeast gro inh mutant strain	Yfh1-off respiration	others
CC1OC(OCC2OC(Oc3c(-c4ccc(O)cc4)oc4cc(O)cc(O)c4c3=O)C(O)C(O)C2O)C(O)C(O)C1O (stereo unspecified)	-0.5%	17µM*	0.7%	2%	0.1%	nt	-0.6%	3	8	i
C#CCSc1nnc(-c2cccc3ccccc23)o1	nt	nt	?	-2%	3.4%	12%	nt	nt	nt	i
C=CCNC(=S)Nc1cc(C)ccn1	-6.4%	14%	-0.8%	7%	0.0%	1.7%	-9.2%	13	21	i
O=C(O)Cc1sc(NC2CCCCC2)nc1-c1ccc(Cl)cc1	nt	5%	-0.2%	-24%	0.4%	5.5%	nt	nt	nt	nt
Fc1ccc(NCc2cccnc2)cc1	-0.7%	nt	0.5%	-2%	0.5%	2.0%	0.7%	-19	-8	i
COC(=O)c1ccc(OCC(O)Cn2nnc3ccccc32)cc1 (stereo unspecified)	0.3%	14%	0.0%	0%	2.3%	-0.3%	0.2%	-11	-11	i
CCC(=O)N1Cc2ccccc2-c2ccccc2C1=O	0.2%	13%	0.3%	nt	nt	0.3%	-1.0%	-6	1	i
Cc1ccc(N2C(=O)CSC23C(=O)Nc2ccccc23)cc1 (stereo unspecified)	-4.0%	3%	-0.1%	7%	-0.5%	-0.6%	-2.5%	8	21	i
COC(=O)C1CN(C(=O)C(C)Oc2ccccc2Cl)c2ccccc2O1 (stereo unspecified)	nt	-23%	-0.2%	1%	0.0%	-1.3%	nt	nt	nt	nt
O=C(CCCOc1ccccc1)Nc1ccc(S(=O)(=O)Nc2ccccn2)cc1	-2.2%	6%	-0.5%	7%	0.0%	1.6%	-1.4%	-5	-12	i
CC1CCCCC1NC(=O)CSc1ccsc1[N+](=O)[O-] (stereo unspecified)	-0.9%	0%	-1.4%	-5%	0.3%	nt	4.0%	-18	-3	i
COc1ccc(OC)c(CN(CCN2CCOCC2)S(=O)(=O)c2ccc(NC(C)=O)cc2)c1	nt	7%	0.0%	2%	0.2%	0.5%	nt	nt	nt	i
CCOC(=O)Cn1c(=O)oc2cc(S(=O)(=O)N(C)Cc3ccco3)ccc21	-2.8%	15%	0.2%	-2%	-0.2%	2.1%	0.3%	13	2	i
CCN(CC)Cc1c(C(=O)N/N=C/c2cccc(OCc3cccc(Cl)c3)c2)nnn1-c1nonc1N	nt	9%	-0.3%	2%	0.2%	39%	nt	nt	nt	nt
COc1cccc2cc(C(=O)C3=C(O)C(=O)N(CCN4CCOCC4)C3c3ccc(C(C)(C)C)cc3)oc12 (stereo unspecified)	nt	26%	0.4%	1%	0.2%	3.7%	nt	nt	nt	nt
Nc1nnnn1NCc1cccc(OCc2ccccc2)c1	-9.3%	6%	-0.4%	-1%	4.5%	10%	-0.6%	-6	-12	i
CCNC(=O)NC(=O)CSc1nc2ccccc2n1CC(C)C	-3.3%	-5%	-0.6%	0%	3.4%[50 µM]	1.7%	0.5%	-1	-6	i
Cc1ccc(C)c(N2CCN(C(=O)c3ccc(CS(=O)Cc4cccc(Cl)c4)o3)CC2)c1 (stereo unspecified)	nt	5%	-0.5%	-1%	0.5%	19%	nt	nt	nt	nt
Cc1ccc(-n2nc(C)c3c2OC(N)=C(C#N)C3c2ccc(C)o2)cc1 (stereo unspecified)	-23%	10%	-0.9%	10%	4.7%	-0.9%	-1.1%	4	-3	i
CC(c1ccccc1)N1CCN(C(=O)CCl)CC1 (stereo unspecified)	-4.4%	3%	0.4%	-9%	-0.2%	0.2%	2.8%	-1	6	i
Nc1cc(=O)[nH]c(SCCNS(=O)(=O)c2ccccc2)n1	-2.3%	30%	0.3%	-4%	0.4%	0.5%	0.0%	1	5	i
CCOc1ccc(C2c3[nH]c4ccccc4c3CCN2CCCn2cccn2)cc1 (stereo unspecified)	-4.2%	7%	-1.0%	nt	nt	4.1%	0.5%	8	4	i
COc1cccc(OC)c1C(=O)n1nc(C)cc1C	-17%	3%	0.2%	2%	0.6%	-0.4%	nt	13	8	i
CCCCN(Cc1ccco1)S(=O)(=O)c1ccc(-c2ccc(=O)[nH]n2)s1	nt	nt	0.9%	-1%	0.6%	4.5%	nt	nt	nt	nt
COc1cc(Nc2ccc(C(=O)O)cc2[N+](=O)[O-])cc(OC)c1	-7.0%	2%	-0.6%	12%	-0.1%	-0.7%	-2.1%	0	-2	i
CCSc1ncc(Cl)c(C(=O)Nc2ccc(S(=O)(=O)Nc3onc(C)c3C)cc2)n1	-2.7%	16%	0.2%	-3%	0.4%	2.0%	-1.2%	5	5	i
C=CCSc1nc(C)c(CC=C)c(=O)[nH]1	2.0%	10%	-0.2%	-6%	0.1%	0.7%	-1.5%	-5	-15	i
COc1ccc(S(=O)(=O)N2CCC(C(N)=O)CC2)cc1C(=O)N1CCCCCC1	nt	1%	0.0%	18%	-0.2%	0.3%	nt	nt	nt	nt
O=C(COC(=O)c1ccc[nH]c1=O)NCC1CCCO1 (stereo unspecified)	-2.2%	1%	0.0%	-2%	6.6%	1.7%	-1.9%	-3	4	i
Fc1ccc(-n2c(CN3CCCCC3)n[nH]c2=S)cc1	-6.7%	8%	-0.2%	-6%	0.0%	0.3%	-0.1%	1	1	i
Cc1cc(-c2nnc(-c3cc4ccccc4oc3=O)o2)c(C)n1-c1ccccc1	-3.1%	3%	0.8%	7%	0.2%	1.5%	-0.4%	-5	-28	i	Dengue-2 NS5 capping pilot replicate=1.2
O=C(NCCSc1ccccc1)c1ccco1	-6.2%	3%	0.3%	-5%	0.4%	1.3%	1.6%	18	29	i
C/C(=N\NC(=O)c1ccccc1F)c1ccc(C#N)cc1	-12%	5%	-0.4%	5%	0.4%	1.8%	-0.7%	2	4	i
C=C(C)C(=O)OCCCCCCOc1ccc(C(=O)O)cc1	1.6%	8%	0.4%	-3%	-0.6%	2.4%	-2.5%	-4	9	i
O=c1c2cccnc2n(-c2ccccc2)n1Cc1c(Cl)cccc1Cl	-1.9%	2%	-0.4%	-1%	0.9%	-0.8%	-0.3%	38	9	i
CC(=O)Oc1cccc(C(=O)Nc2ccccc2C(=O)N2CCCC2)c1	nt	8%	-0.2%	3%	0.0%	0.4%	nt	nt	nt	nt
CCCOc1ccc(N2C(=O)CC(SCCN)C2=O)cc1 (stereo unspecified)	-6.3%	1%	0.0%	3%	0.1%	1.9%	nt	-9	6	i
CCC(C)(C)C1CCc2[nH]nc(C(=O)NCc3ccc(Cl)cc3)c2C1 (stereo unspecified)	nt	-2%	nt	15%	0.6%	0.1%	nt	nt	nt	nt
Cc1nc(NC2=NC(C(=O)Nc3ccc(Cl)cc3)CC(=O)N2)nc2ccccc12 (stereo unspecified)	-5.8%	18%	0.5%	nt	nt	nt	-1.1%	2	-10	i
CN(C)S(=O)(=O)c1cccc(C(=O)NCC2CCCCC2)c1	nt	6%	-1.3%	-4%	-0.2%	3.5%	nt	nt	nt	nt

Structural class, the entries above with a nitro group on carbon (2)
SMILES	XIAP antagonists	SV40 large T antigen	West Nile antiviral	Dengue-2 NS5 capping	UTI89 phage lysis	RSV CPE inhibition	ER stress rescue	WT yeast gro inh	WT yeast gro inh mutant strain	Yfh1-off respiration	others
CC1CCCCC1NC(=O)CSc1ccsc1[N+](=O)[O-] (stereo unspecified)	-0.9%	0%	-1.4%	-5%	0.3%	nt	4.0%	-18	-3	i
COc1cc(Nc2ccc(C(=O)O)cc2[N+](=O)[O-])cc(OC)c1	-7.0%	2%	-0.6%	12%	-0.1%	-0.7%	-2.1%	0	-2	i

The listing continues.
SMILES	XIAP antagonists	SV40 large T antigen	West Nile antiviral	Dengue-2 NS5 capping	UTI89 phage lysis	RSV CPE inhibition	ER stress rescue	WT yeast gro inh	WT yeast gro inh mutant strain	Yfh1-off respiration	others
CCCCOc1ccc(N2C(=O)CC(NCCc3ccc(S(N)(=O)=O)cc3)C2=O)cc1 (stereo unspecified)	-2.3%	-2%	0.4%	-5%	-0.3%	1.1%	-1.3%	-9	-1	i
O=C(Cn1c(N2CCN(C/C=C/c3ccccc3)CC2)nc2ccccc21)c1ccccc1	-4.0%	-2%	-1.4%	nt	nt	0.3%	-0.9%	45	42	i
Cc1ccc(S(=O)(=O)N2CCC(=O)N(C(COCc3cccc(Cl)c3)Cc3ccccc3)CC2)cc1 (stereo unspecified)	-12%	6%	-1.1%	-4%	0.9%	7.7%	-0.3%	16	-12	i
C/C(=N\NC(=O)c1nnn(-c2nonc2N)c1-c1ccc2c(c1)OCO2)c1cccs1	nt	0%	0.7%	-9%	0.5%	7.4%	nt	nt	nt	nt
O=C(O)COn1c(-c2ccccc2)nc2ccc([N+](=O)[O-])cc21	-2.9%	11%	-0.2%	6%	0.1%	1.1%	0.6%	10	12	i
COc1cccc(NC(=O)NCC2CCN(Cc3ccc(F)cc3)CC2)c1	nt	5%	-0.6%	-3%	0.1%	-1.1%	nt	nt	nt	nt
Cn1c(Cc2ccccc2)nnc1SCC(=O)Nc1ccc2c(c1)OCO2	-2.6%	11%	0.3%	2%	1.7%	1.3%	-1.6%	3	-2	i
CC(C)Cc1nnc(NC(=O)CCc2c[nH]c3ccccc23)s1	-6.5%	13%	0.1%	-7%	0.5%	?	-7.9%	-25	-4	i
Cc1cc(SCC(=O)NC2CCCCC2)nc2ccccc12	nt	9%	-0.3%	20%	0.7%	4.7%	nt	nt	nt	nt
Cc1ccc(N=Nc2c(N)[nH]n3c(=O)c4c(nc23)CCCC4)cc1	-4.2%	25%	nt	nt	nt	nt	0.0%	-3	6	nt
COc1ccc(CN2C(=O)CS/C2=N/N=C/c2ccccc2)cc1	nt	6%	-1.2%	nt	nt	4.8%	nt	nt	nt	i
O=C(NCCO)/C(=C/c1ccco1)NC(=O)c1ccco1	nt	4%	nt	13%	0.6%	-0.2%	nt	nt	nt	nt
NC(=O)CC[C@@H]1NC(=O)[C@H](CO)NC(=O)c2cc([N+](=O)[O-])cc(I)c2NCC[C@@H](C(N)=O)NC1=O	-11%	11%	-0.2%	-2%	-0.9%	0.1%	-3.6%	-10	-8	i
CCCNS(=O)(=O)c1ccc(CCC(=O)N2CCN(CC)CC2)cc1	0.3%	4%	-0.5%	-3%	2.3%	-1.9%	6.6%	7	28	i
Cc1ccccc1Cn1c(=N)n(CC(=O)c2ccc([N+](=O)[O-])cc2)c2ccccc21	-0.2%	9%	-1.9%	8%	2.8%	12%	-1.3%	16	-1	i
COc1ccc(-c2cc(C(F)F)n3ncc(C(=O)N4CCc5ccccc54)c3n2)cc1	-5.9%	9%	0.3%	-2%	1.0%	-0.8%	9.0%	1	13	i
